# ERp5 block – inhibitors of ERp5-driven insulin aggregation, primary screen, biochemical, turbidity, absorbance 650 nm, single point; inhibition, % at 9.99 µM; 350,000 tested, 0.05% active; Protein disulfide-isomerase A6 (Homo sapiens), Q15084; 90 min;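 active = mean replicate inhibition above about 25%, with every replicate also reaching it, limit read from the data, passing the limit was not always enough; inconclusive = only one of those two criteria met; inactive = neither criterion met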
# Target sequence (Q15084 whole entry, looked up): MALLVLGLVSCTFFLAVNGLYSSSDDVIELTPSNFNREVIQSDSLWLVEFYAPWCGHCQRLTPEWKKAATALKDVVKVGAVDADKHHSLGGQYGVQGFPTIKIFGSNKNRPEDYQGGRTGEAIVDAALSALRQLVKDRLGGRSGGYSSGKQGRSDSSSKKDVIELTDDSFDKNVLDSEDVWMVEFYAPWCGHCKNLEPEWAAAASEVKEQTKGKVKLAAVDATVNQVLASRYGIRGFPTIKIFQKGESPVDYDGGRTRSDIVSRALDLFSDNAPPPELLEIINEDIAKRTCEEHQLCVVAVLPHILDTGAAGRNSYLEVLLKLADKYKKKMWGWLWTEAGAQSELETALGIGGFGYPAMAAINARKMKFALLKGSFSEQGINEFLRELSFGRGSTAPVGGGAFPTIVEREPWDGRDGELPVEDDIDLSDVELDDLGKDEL
# E-sel inducer – E-selectin induction in HUVECs, primary screen, imaging, HUVEC, immunofluorescence imaging, single point | 260,000 tested, 0.37% active | AID 686992, 2013 | P16581 | activation, % at 7.58 µM | normalized: neutral wells 0, TNF-alpha wells 100;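 active = mean E-selectin-positive cell signal at least 10% of the positive control, reached in at least 60% of replicates, without over 20% cell loss; inconclusive = no rule given, readout overlaps actives, possibly toxicity-flagged; inactive = the rest, including those meeting only one limit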;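 note: in these data hits start at about 27%; measured in HUVEC primary endothelial cells; signal is the percent of cells scored E-selectin positive by PE staining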
# Target sequence (P16581 whole entry, looked up): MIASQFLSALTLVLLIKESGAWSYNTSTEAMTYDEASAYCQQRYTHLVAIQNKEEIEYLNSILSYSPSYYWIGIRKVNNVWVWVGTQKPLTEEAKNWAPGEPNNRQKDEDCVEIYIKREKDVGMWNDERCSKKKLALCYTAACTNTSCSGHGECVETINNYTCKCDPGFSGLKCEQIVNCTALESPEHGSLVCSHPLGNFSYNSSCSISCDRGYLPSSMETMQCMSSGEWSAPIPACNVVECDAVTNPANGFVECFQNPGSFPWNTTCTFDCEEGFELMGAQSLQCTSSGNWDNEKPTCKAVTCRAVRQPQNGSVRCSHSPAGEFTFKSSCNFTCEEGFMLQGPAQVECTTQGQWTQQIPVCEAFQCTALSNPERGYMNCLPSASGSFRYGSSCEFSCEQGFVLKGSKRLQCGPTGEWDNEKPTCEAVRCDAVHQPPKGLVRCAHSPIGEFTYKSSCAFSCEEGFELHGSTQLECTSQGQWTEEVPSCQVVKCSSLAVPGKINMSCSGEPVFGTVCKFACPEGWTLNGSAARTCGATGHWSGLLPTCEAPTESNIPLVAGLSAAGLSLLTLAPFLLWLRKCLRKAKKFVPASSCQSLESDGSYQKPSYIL
#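 Assay system: HUVEC, human umbilical vein endothelial cells / Amount: 3,000 HUVEC/well / Controls: TNF-alpha positive control, DMSO neutral control / Compound dosing: single concentration / Medium: EGM-2 over gelatin coat / Evaluation: percent E-selectin-positive cells / Signal: immunofluorescence imaging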
# DENV2 CPE rescue – inhibitors of DENV2 cytopathic effect, primary screen, cell-based, plate reader, single concentration; CPE inhibition, % at 9.99 µM; 350,000 tested, 1.7% active; DENV2-infected cells, cytopathic effect rescue; in the data active = CPE inhibition above about 20%, passing the limit was not always enough; inconclusive = no clear call, values can overlap the other calls; tested in BHK-21 cells;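 note: 0% = median of neutral control wells and 100% = median of positive control wells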
# PglD DTNB – C. jejuni PglD acetyltransferase inhibitors, primary screen, biochemical, DTNB colorimetric, single point; UDP-N-acetylbacillosamine N-acetyltransferase PglD (Campylobacter jejuni); purified PglD enzyme, DTNB colorimetric CoA detection; inhibition, % at 12.5 µM; 360,000 tested, 0.098% active; in the data active = inhibition above about 16%, passing the limit was not always enough; inconclusive = no clear call, values can overlap the other calls; note: strong numbers were not always called active
# S100A4 MyoIIA – inhibitors of S100A4-myosin IIA peptide binding, primary screen, biochemical, fluorescence polarization, TAMRA-MyoIIA peptide; Protein S100-A4 (Homo sapiens), P26447; inhibition, % at 10.7 µM; 360,000 tested, 0.14% active; AID 652163, 2013;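 active = mean inhibition of at least 70% across replicates, with every replicate also reaching that level; inconclusive = mean inhibition reaches 70% but some replicates fall short; inactive = mean inhibition below 70%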
#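 System – human S100A4 monomer protein, biochemical binding assay · Buffer or medium – Calcium-containing HEPES buffer, pH 7.2 · Timing – 5 min between mix addition and reading · Also added – TAMRA-labelled myosin IIA heavy-chain peptide probe, 5 nM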
# C2C12 statin – suppressors of statin myotoxicity in C2C12 myotubes, primary screen, cell-based, single point, plate reader; C2C12 myotubes + simvastatin, ATP luminescence, 48 h; scaled: DMSO 0, geranylgeraniol control 100; 330,000 tested, 0.78% active; rescue of ATP level, % at 7.49 µM;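 active = mean ATP rescue above about 67%, or every replicate alone reaching that limit, limit read from the data, passing the limit was not always enough; inconclusive = no clear call, values can overlap the other calls; inactive = mean under the limit and some replicate under it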;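 note: myotubes were challenged with 10 µM simvastatin during compound exposure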
# SIRT5 block – SIRT5 desuccinylase inhibitors, primary screen, biochemical, fluorescence imaging, single point, set 5 | NAD-dependent protein deacylase sirtuin-5, mitochondrial (Homo sapiens), Q9NXA8 | Purified SirT5, succinyl-peptide AMC, trypsin-coupled fluorescence | inhibition, % at 15 µM | 330,000 tested, 1.1% active | AID 652115, 2013; in the data active = inhibition above about 15%; inconclusive = no clear call, values can overlap the other calls
# Starred values were filed as active, the others as inactive; u = inconclusive; x = not tested or not shown. A portion of the library; rates above refer to the full screens.
# Screens in order – ERp5 block, E-sel inducer, DENV2 CPE rescue, PglD DTNB, S100A4 MyoIIA, C2C12 statin, SIRT5 block
COc1ccc(NC(=O)Nc2cccc3c2O[C@H](CN(C)S(=O)(=O)c2ccc(Cl)cc2)[C@@H](C)CN([C@@H](C)CO)C3=O)cc1
  -9, 0.0, -5, 2, 17, -7, 2
C[C@@H]1CN([C@@H](C)CO)C(=O)Cc2cc(NC(=O)Cc3cn(C)c4ccccc34)ccc2O[C@H]1CN(C)CC1CC1
  -9, -0.4, 5, -3, 4, -3, -2
CCC(=O)Nc1ccc2c(c1)N(C(C)=O)c1ccccc1CC2
  -2, x, -2, 2, 12, -4, 0
COc1ccc(C(=O)COC(=O)C2CC3CCCC(C2)C3=O)cc1Br (stereo not given)
  2, 0.1, 9, 11, -1, 5, -1
Cc1ccc(OCCOCCN2CCN(C)CC2)c([N+](=O)[O-])c1
  -1, x, x, x, -1, x, 2
CN1CCN(C(=O)C[C@@H]2CC[C@H]3[C@@H](COc4ccc(NC(=O)C5CCC5)cc4C(=O)N3C)O2)CC1
  3, 0.4, 4, x, 10, x, -2
OC1c2cc(Br)ccc2N=C2CCCN21 (stereo not given)
  -1, -0.3, 2, 1, -1, -3, -1
CCn1cc(C(=O)NCc2ccco2)c2cc(OC)c(OC)cc2c1=O
  x, 0.2, x, 1, x, -5, x
CO[C@H]1CN(C)C(=O)c2cc(NC(=O)c3ccc(-c4ccccc4)cc3)ccc2OC[C@@H](C)NC[C@H]1C
  -1, 0.0, 15, -3, 16, -36, 6
CCOC(=O)c1cc(-c2ccc(F)cc2)n(CC(=O)NC(C)CC)c1C (stereo not given)
  0, -0.2, 1, x, 1, x, -5
Cc1ccc(S(=O)(=O)Nc2ccc3c(c2)CC(=O)N([C@@H](C)CO)C[C@@H](C)[C@H](CN(C)Cc2ccc(Oc4ccccc4)cc2)O3)cc1
  -6, 0.2, -26, 3, -11, 83*, 22*
C=CCc1cccc(/C=C/c2cc(=O)c3ccccc3[nH]2)c1O
  -2, 2.3, 9, x, 0, x, -2
CC1(C2CC2)NC(=O)N(CC(=O)N2CCN(c3ccc(F)cc3)CC2)C1=O (stereo not given)
  2, 2.9, -7, 9, -2, -5, 0
O=C(CN(Cc1ccco1)S(=O)(=O)c1ccccc1)N/N=C/c1ccccc1C(=O)O
  -2, u, 2, -3, 0, -11, 12
Cc1ccc(N2CC(=O)N(NC(=O)c3sc4nc(C)cc(C)c4c3N)CC2=O)cc1
  2, x, -1, x, 5, x, -10
Cn1c(=O)c2c(nc(Cc3ccc(N)cc3)n2C)n(C)c1=O
  -2, -0.1, 5, -8, 0, 5, 2
CCOc1ccc(S(=O)(=O)N2CCCCC2)cc1NC(=O)Cc1ccc(OC)cc1
  4, -0.3, -2, 0, 2, 18, x
CCOc1ccc(CCNC(=O)COC(=O)/C=C/c2ccccc2)cc1OCC
  -11, 0.3, 1, 0, -2, 6, -8
Cc1c(NC(=O)/C(C#N)=C/c2ccc(-c3ccc(Cl)c(Cl)c3)o2)c(=O)n(-c2ccccc2)n1C
  3, x, 9, x, -1, x, x
COc1cc(OC)c(-c2c3cc(O)c(=O)cc-3oc3cc(O)c(O)cc23)cc1OC
  3, x, 7, x, -18, x, 7

# Arranged by length of the SMILES (low to high): part of the list above.
# Screens in order – ERp5 block, E-sel inducer, DENV2 CPE rescue, PglD DTNB, S100A4 MyoIIA, C2C12 statin, SIRT5 block
CCOC(=O)c1cc(-c2ccc(F)cc2)n(CC(=O)NC(C)CC)c1C (stereo not given)
  0, -0.2, 1, x, 1, x, -5
Cc1ccc(N2CC(=O)N(NC(=O)c3sc4nc(C)cc(C)c4c3N)CC2=O)cc1
  2, x, -1, x, 5, x, -10
O=C(CN(Cc1ccco1)S(=O)(=O)c1ccccc1)N/N=C/c1ccccc1C(=O)O
  -2, u, 2, -3, 0, -11, 12
Cc1c(NC(=O)/C(C#N)=C/c2ccc(-c3ccc(Cl)c(Cl)c3)o2)c(=O)n(-c2ccccc2)n1C
  3, x, 9, x, -1, x, x

# (listing goes on)
# Screens in order – ERp5 block, E-sel inducer, DENV2 CPE rescue, PglD DTNB, S100A4 MyoIIA, C2C12 statin, SIRT5 block
O=S1(=O)CC(N2CCCCC2)CN1Cc1ccccc1 (stereo not given)
  2, 3.5, 14, -2, -2, 2, -1
O=C(C[C@H]1CC[C@H]2[C@@H](COC[C@@H](O)CN2C(=O)Nc2ccc(F)cc2)O1)NCCCN1CCOCC1
  3, -0.1, -1, 0, 7, -6, 2
O=C(Nc1ccc(N2CCOCC2)c(Cl)c1)c1ccc2c(c1)OCCO2
  -8, x, 2, -2, -3, -9, 0
C[C@H](CO)N1C[C@H](C)[C@H](CN(C)C(=O)c2ccncc2)Oc2ncc(C3=CCCC3)cc2C1=O
  -4, -0.1, 7, 2, -12, 4, -2
O=C(O)c1nn(-c2cccc(C(F)(F)F)c2)ccc1=O
  2, 2.2, 2, x, -8, x, 2
Cc1ccc(S(=O)(=O)N2[C@@H](c3ccc(Br)cc3)C(C(=O)O)=CC[C@H]2c2cccc(Cl)c2)cc1
  0, 0.0, 6, -2, -2, 4, x
CCc1nnc(NC(=O)Cc2ccc(Br)cc2)s1
  3, 3.2, 1, x, -3, x, 1
Cc1nn(C)c(C)c1/C=C1/SC(=S)NC1=O
  -1, x, -1, -4, -2, -4, 4
C[C@@H]1CCCCO[C@H](CN(C)C(=O)Nc2ccc(C(F)(F)F)cc2)[C@@H](C)CN([C@@H](C)CO)C(=O)c2cc(NS(=O)(=O)c3ccc(Cl)cc3)ccc2O1
  5, 1.1, 4, 1, -10, x, 2
Cc1ccc(S(=O)(=O)Nc2ccc3c(c2)C(=O)N([C@H](C)CO)C[C@H](C)[C@@H](CN(C)C(=O)Nc2c(C)noc2C)OCCCC[C@@H](C)O3)cc1
  18, x, -3, -3, 8, x, -6
O=C(NCc1cccnc1)c1ccc(S(=O)(=O)Nc2ccccc2)cc1
  3, 0.0, -4, -4, -3, 1, 1
O=C(O)C1CCN(C(=O)c2cccc3ccccc23)CC1
  -1, 0.2, 7, 2, -5, 14, -4
COc1ccc(NC(=O)CO/N=C/C(=O)Nc2ccccc2C)c([N+](=O)[O-])c1
  -20, 0.1, -5, 0, -1, 29, -2
Cc1cc(C)nc(NN=C(c2ccccc2)c2ccccc2)n1
  -2, 1.8, -2, -4, 2, 9, 1
C[C@@H]1CN([C@H](C)CO)S(=O)(=O)c2ccc(C#Cc3ccccc3)cc2O[C@@H]1CN(C)S(=O)(=O)c1cn(C)cn1
  2, -0.1, -12, -1, 1, -21, 3
CCOC(=O)CN1C(=O)C(=O)N(Cc2ccccc2F)C1=O
  5, x, 3, 1, -1, 1, -2
C[C@H]1CN([C@@H](C)CO)S(=O)(=O)c2ccc(C#Cc3cccnc3)cc2O[C@H]1CN(C)CC1CCOCC1
  1, 1.7, -22, 7, 12, -34, -2
Cc1ccccc1NS(=O)(=O)c1ccc2c(c1)CCC(=O)N2
  -8, 0.1, -4, -1, 0, 1, 3
COc1ccc(NC(=O)Nc2ccc3c(c2)C(=O)N([C@H](C)CO)C[C@@H](C)[C@H](CN(C)CC2CC2)OCCCC[C@H](C)O3)cc1
  6, 3.3, 1, x, 10, x, -3
Cc1ccccc1NC(=O)COC(=O)c1c(-c2ccccc2)noc1C
  3, -0.2, -7, 0, 1, 3, 1
CC(C)CCc1noc(CN(C)CCC2CCOCC2)n1
  -2, 0.3, 11, 0, 2, 0, 2
CO[C@H]1CN(C)C(=O)c2ccc(NC(C)=O)cc2OC[C@H](C)N(C(=O)C2CC2)C[C@H]1C
  4, -0.2, -1, 13, 1, 7, -6
CCCCOc1ccc(CC2CCC(=O)NC2=O)cc1 (stereo not given)
  -1, 0.3, -2, x, -2, x, -2
CCC(=O)N1[C@@H](CO)[C@@H](c2ccccc2)C12CN(C(=O)c1ccncc1)C2
  -2, 0.1, -10, x, 4, x, 2
COC(=O)CCC(=O)OC1(C)C(=O)C=C2C=C(C3CC3)N(Cc3ccco3)C=C2C1=O (stereo not given)
  -3, 0.3, 6, 0, -4, -1, 2
COc1cc2c(cc1OC)C(c1cccc([N+](=O)[O-])c1)=NCC2
  2, x, 3, 8, 0, 7, 2
Cc1ccc(C(C)C)cc1OCC(=O)N/N=C/c1ccc2c(c1)OCCO2
  -4, 0.9, 11, x, -2, -4, 1
O=C(CN1CCOCC1)N[C@@H]1CC[C@@H](CCNS(=O)(=O)c2ccccc2F)O[C@@H]1CO
  -3, 0.0, 12, 3, 9, 11, -1
CC(=O)Nc1cccc2c1C(=O)N(c1ccccc1OC(C)=O)C2=O
  0, x, x, 4, -4, 4, -2
CN(C)CCNC(=O)c1ccc(Cl)c2cc3ccccc3nc12
  -2, 2.8, 3, x, 2, x, x
N#CC(c1cccc(C(F)(F)F)c1)(c1ncc(C(F)(F)F)cc1Cl)N1CCOCC1 (stereo not given)
  1, x, 6, -1, -2, -19, 2
CCOC(=O)Nc1c(Cl)[nH]c(=O)n(C)c1=O
  -1, 0.4, u, -4, -5, 1, -2
CCC(=O)N1CCC2(CC1)CN(C(=O)Cc1ccccc1)[C@@H](CO)c1c2c2ccc(OC)cc2n1C
  0, 0.1, 1, x, 1, x, 4
CO[C@H]1CN(C)C(=O)c2ccc(NC(=O)C3CCC3)cc2OC[C@@H](C)N(Cc2ccccn2)C[C@@H]1C
  3, 0.6, 12, 0, 7, 0, -3
Nc1cc(N)cc(-c2nc3ccccc3o2)c1
  -6, x, -5, -4, -15, 7, x
CC(C)NC(=O)N(C)C[C@H]1Oc2cc(Br)ccc2S(=O)(=O)N([C@@H](C)CO)C[C@H]1C
  -1, -0.3, -3, -1, 28, -6, -2
O=S(=O)(NC1CCCCC1)c1ccc(Cl)s1
  -7, x, -7, 2, -42, 12, -7
Cc1ccc(C)c(C(=O)CN2Cc3ccccc3C2=O)c1
  -2, x, -3, x, 7, x, -7
Cc1cc(C)c(C(N)=O)c(Cl)n1
  4, 3.0, -2, x, 0, x, -4
CC(C)C(N)c1csc(NC(=O)Nc2ccc(OC(F)(F)F)cc2)n1 (stereo not given)
  -6, -0.4, -4, -6, -7, -18, x
CN(C(=O)CSc1nncc2ccccc12)c1ccccc1
  3, -0.2, 8, -6, -2, -4, x
Cc1noc(C)c1NC(=O)Nc1ccc2c(c1)CC(=O)N([C@H](C)CO)C[C@H](C)[C@H](CN(C)C)O2
  3, -2.7, 3, 3, 8, -2, -1
c1ccc(SCCOCCN2CCc3ccccc3C2)cc1
  4, 3.4, -3, x, 3, x, -2
COc1ccc(C(C)NC(=O)C2CCCC2)cc1 (stereo not given)
  -1, x, 9, 1, -9, 2, -4
COC(C[C@H](O)C[C@@H](O)COCc1ccccc1)OC
  -8, -0.2, 0, 4, 3, 10, -1
C[C@H]1CN([C@@H](C)CO)C(=O)c2cccc(NC(=O)Nc3ccc(C(F)(F)F)cc3)c2O[C@@H]1CN(C)Cc1ccccc1
  4, 0.1, -4, -4, 49, -12, 0
O=c1c2ccc([N+](=O)[O-])cc2ncn1CCOc1ccc(Cl)cc1
  -5, -0.1, 1, 2, 0, 13, -1
CCCNC(=O)N1C[C@@H](C)[C@H](OC)CN(C)C(=O)c2cc(NS(=O)(=O)CC)ccc2OC[C@H]1C
  4, -0.2, -5, -42, -5, 23, x
O=C(c1ccccc1)n1nc(-c2ccccc2)nc1NCc1ccco1
  0, 3.5, 6, 3, 2, x, -1

# Screening data as filed in PubChem.
